Bioassay records: PubChem, several laboratories
DAX1 inh-1 = inhibits human nuclear receptor DAX1. P51843. HEK293 Gal4-DAX1 luciferase reporter, luminescence. inhibition, % at 6.75 µM. 340,000 tested, 0.99% active. AID 504766;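 active = inhibition above the mean over all tested compounds plus 3 SD, cut at about 4.2% in these data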;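 note: 0% = DAX1-transfected cells with DMSO and 100% = empty-vector control cells with DMSO; inhibition shows as a rise in luminescence from relieved DAX1 repression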
Target sequence (P51843 207-470 limits assumed): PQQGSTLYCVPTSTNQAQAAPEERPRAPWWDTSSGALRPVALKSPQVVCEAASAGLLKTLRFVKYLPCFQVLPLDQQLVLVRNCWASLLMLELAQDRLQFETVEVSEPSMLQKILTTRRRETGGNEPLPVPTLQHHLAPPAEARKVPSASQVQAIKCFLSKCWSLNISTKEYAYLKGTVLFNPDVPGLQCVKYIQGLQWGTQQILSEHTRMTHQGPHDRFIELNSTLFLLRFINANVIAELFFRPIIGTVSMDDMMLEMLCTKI
proKLK7 act = activators of human kallikrein-7 zymogen. activation, % at 7 µM. P49862. 370,000 tested, 0.9% active. purified proKLK7, EDANS-DABCYL substrate fluorescence; 100% is mature enzyme control, 0% vehicle. AID 652039;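 active = activation above the mean of all tested compounds plus 3 SD, computed per campaign excluding outliers beyond control limits, cut at about 13% in these data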
Target sequence (P49862 whole entry, looked up): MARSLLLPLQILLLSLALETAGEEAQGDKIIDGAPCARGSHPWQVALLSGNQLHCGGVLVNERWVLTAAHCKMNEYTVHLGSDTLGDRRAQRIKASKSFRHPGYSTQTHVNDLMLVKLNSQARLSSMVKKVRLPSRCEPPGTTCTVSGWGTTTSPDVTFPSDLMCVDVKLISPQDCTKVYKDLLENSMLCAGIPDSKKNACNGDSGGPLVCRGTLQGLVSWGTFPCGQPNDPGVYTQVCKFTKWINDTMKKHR
hgDAF-12 ag = activates the H. glycines DAF-12 receptor ligand-binding domain | HEK293 GAL4-hgDAF12 UAS-luciferase reporter, agonist luminescence; normalized to butyrate control | activation, % at 6.8 µM | 370,000 tested, 1.8% active | AID 687014;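 active = activation above a cutoff set at the mean of all screened compounds plus 3 SD, cut at about 10% in these data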;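 note: 0% = DMSO wells and 100% = sodium butyrate wells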
hcDAF-12 act = activators of H. contortus DAF-12 nuclear receptor; HEK293 hcDAF-12 lit1-tk-luc reporter, luminescence; 0% DMSO, 100% Δ7-dafachronic acid; AID 652067; 370,000 tested, 1.4% active; activation, % at 6.8 µM;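 active = activation above the mean of all tested compounds plus 3 SD, cut at about 5.5% in these data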;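 note: 100% = response to 3 µM Δ7-dafachronic acid high control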
DAX1 inh-2 = inhibitors of DAX1 repression of SF-1 activated StAR promoter; HEK293T StAR-luciferase reporter, SF-1/DAX-1 repression relief; inhibition, % at 6.8 µM; 370,000 tested, 1.1% active; AID 652010;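 active = inhibition above the mean over all tested compounds plus 3 SD, cut at about 3.6% in these data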;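 note: 0% = DAX-1 cells with DMSO and 100% = cells lacking DAX-1 with DMSO; higher inhibition means more luminescence from relief of DAX-1 repression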
ssDAF12 agonist = activators of S. stercoralis DAF-12 nuclear receptor | HEK293 ssDAF-12/GRIP1 lit1-tk-luc reporter, luminescence; % of 3 µM dafachronic acid response | activation, % at 6.8 µM | 370,000 tested, 1% active | AID 652126;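 active = activation above the mean over all tested compounds plus 3 SD, cut at about 0.9% in these data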;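 note: 0% = DMSO-only wells and 100% = 3 µM delta7-dafachronic acid wells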
FXN GAA850 act = frataxin GAA850 promoter activation. HEK293 lucGAA850 FXN promoter luciferase reporter, 24 h; percent of 10 µM SAHA response. activation, % at 6 µM. 360,000 tested, 0.56% active;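 active = activation above the average of all compounds screened plus 3 SD, cutoff fixed separately per campaign, cut at about 7.5% in these data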;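 note: 0% = DMSO wells and 100% = 10 µM SAHA wells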
SMARCA2 activ = increases SMARCA2 function in MMTV reporter cells | activation, % at 9.1 µM | MG213 cells, MMTV-luciferase reporter, dexamethasone, overnight | 370,000 tested, 1% active; in the data active = activation above about 7.8%;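 note: 0% = vehicle wells and 100% = reference activator wells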
NPR1 activator = GC-A (human) enzyme activation | AID 1671463 | HEK293 GC-A cells, cGMP TR-FRET, EC30 ANP; 0% at EC30 ANP, 100% saturating ANP | activation, % at 10 µM | 370,000 tested, 0.14% active; in the data active = activation above about 40%
HGIII-sPLA2 inh = Inhibits HGIII-sPLA2 liposome hydrolysis, primary screen; inhibition, % at 12.2 µM; Q9NZ20; 370,000 tested, 0.56% active; AID 743126; QFRET BODIPY PC-A2 liposome hydrolysis, fluorescence;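 active = inhibition above mean plus 3 SD of compounds lying within the high and low control bounds, cut at about 19% in these data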;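 note: 0% = median of test compound wells and 100% = no enzyme DMSO wells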
Target sequence (Q9NZ20 whole entry, looked up): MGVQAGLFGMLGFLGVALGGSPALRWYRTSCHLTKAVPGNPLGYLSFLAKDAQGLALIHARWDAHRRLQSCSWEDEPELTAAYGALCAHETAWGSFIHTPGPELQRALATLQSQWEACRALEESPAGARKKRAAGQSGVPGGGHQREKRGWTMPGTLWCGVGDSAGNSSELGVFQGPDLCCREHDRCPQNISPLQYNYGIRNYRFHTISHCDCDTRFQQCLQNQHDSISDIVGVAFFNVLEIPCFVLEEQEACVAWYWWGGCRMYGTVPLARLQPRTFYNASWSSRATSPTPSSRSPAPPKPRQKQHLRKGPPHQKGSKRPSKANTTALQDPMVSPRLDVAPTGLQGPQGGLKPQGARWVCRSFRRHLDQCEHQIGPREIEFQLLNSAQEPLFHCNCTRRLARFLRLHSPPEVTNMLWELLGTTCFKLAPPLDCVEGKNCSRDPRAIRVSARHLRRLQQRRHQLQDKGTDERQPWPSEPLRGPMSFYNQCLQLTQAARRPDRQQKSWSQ
GC-B act = GC-B (human) receptor activation; P20594; HEK293-GC-B cells, CNP EC30, cGMP TR-FRET; 0% at EC30 CNP, 100% saturating CNP; activation, % at 10 µM; 370,000 tested, 0.11% active;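 active = activation at 10 µM reaching about 35% in either raw or pattern-adjusted values, limit read from the data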
Numbers without * were called inactive; · = no result given.

mol	DAX1 inh-1	proKLK7 act	hgDAF-12 ag	hcDAF-12 act	DAX1 inh-2	ssDAF12 agonist	FXN GAA850 act	SMARCA2 activ	NPR1 activator	HGIII-sPLA2 inh	GC-B act
CCOCC(O)CS(=O)(=O)c1ccccn1 (stereo not given)	-0.4	0.7	0.7	-0.4	0.0	-1.3	1.7	-3	4	2	3
CC(=O)Nc1ccc(NCc2ccc(-c3ccccc3)cc2)cc1	0.6	-0.1	0.0	2.5	-0.5	-1.6	1.8	1	7	6	-3
COc1ccc(C(=O)/C=C/Nc2c(C)n(C)n(-c3ccccc3)c2=O)cc1OC	0.1	1.0	0.0	-2.9	-0.9	-1.1	2.5	2	-4	-8	0
O=S(=O)(c1ccc(F)cc1)N1CCN(c2ccc(F)cc2)CC1	-0.8	-0.2	-0.6	-0.9	-0.4	-1.2	2.2	1	-4	0	-3
O=C(O)/C(=C\c1cn(-c2ccccc2)nc1-c1ccc(Cl)cc1)NC(=O)c1ccccc1	2.7	-0.1	4.5	-0.3	0.4	-0.9	-0.2	-1	-7	0	-5
O=C(c1ccco1)N1CCn2c1nc1ccccc12	2.6	-0.1	6.3	2.6	1.7	0.0	1.1	4	-1	3	4
COCCCNC(=S)N1CCN(S(C)(=O)=O)CC1	-0.5	-0.2	0.4	-0.5	0.1	-0.8	1.0	-4	3	1	2
O=C1CN(N=Cc2ccco2)C(=O)N1	1.4	0.3	-0.6	-0.8	2.2	-0.5	-0.4	-4	0	-2	-1
Cc1cc(Cl)c(S(=O)(=O)N2CCN(c3cccc(C)c3C)CC2)cc1OCC(N)=O	0.3	-0.4	-1.6	1.3	-0.6	-0.6	-2.8	0	4	4	0
CCN(C(=O)Cn1cnc2cc([N+](=O)[O-])ccc2c1=O)C1CCS(=O)(=O)C1 (stereo not given)	0.0	-0.1	-1.0	-1.3	-0.2	-1.1	-0.8	0	2	2	4
Cc1ccnc(NS(=O)(=O)c2ccc(NC(=O)c3cc(=O)c4ccccc4o3)cc2)n1	-0.4	-0.6	-2.2	0.5	1.8	-0.7	1.3	-4	-1	10	3
Cc1ccc(S(=O)(=O)N(C)C)cc1NC(=O)COC(=O)c1c(C)noc1C	-0.6	-0.1	-1.3	-0.5	-0.1	-1.6	1.9	-5	4	0	-5
Cc1cc(C)nc(NC(=O)NS(=O)(=O)N2CCCCCC2)n1	1.2	-0.5	0.8	1.6	1.1	-0.7	-1.5	-1	3	3	-3
O=C(c1ccc(CN2CCOCC2)cc1)N1CCN(c2ccccc2)CC1	-0.2	0.2	2.1	0.1	0.8	-1.2	3.3	-2	1	4	6
CCCCNC1(C#N)CCN(Cc2ccccc2)CC1	1.0	0.2	0.0	-1.9	-1.1	-1.2	2.0	-2	-2	4	2

Next structures follow:
mol	DAX1 inh-1	proKLK7 act	hgDAF-12 ag	hcDAF-12 act	DAX1 inh-2	ssDAF12 agonist	FXN GAA850 act	SMARCA2 activ	NPR1 activator	HGIII-sPLA2 inh	GC-B act
CCc1nnc(NC(=O)Cc2ccc(OC)cc2)s1	3.1	-0.3	0.2	-0.7	0.0	-1.1	0.9	-2	5	9	0
CC(=O)Nc1cc2c(cc1Br)-c1ccccc1C2	0.9	-0.9	11*	6.2*	2.0	-0.3	4.5	5	-2	1	4
CC1CC(=O)NN1C(=O)c1ccccc1 (stereo not given)	0.3	0.0	1.6	0.0	0.0	-1.5	-0.9	-1	2	-2	1
CO/N=C/CC(=O)Nc1ccc(F)cc1F	-0.4	0.2	0.0	0.9	-1.0	-0.8	0.9	-2	-2	11	4
Cn1cccc1C(=O)NC1CCCCC1	-0.2	0.3	3.9	1.1	2.0	-0.9	5.0	3	-2	-6	2
C=CCOc1c(Br)cc(CNCCCN2CCOCC2)cc1OC	0.0	0.1	-2.0	-1.2	0.2	-0.5	2.0	-2	-1	-8	-2
CC(=O)Cc1nsc(NC(=O)c2csc3c2CCCC3)n1	0.0	-0.2	0.8	-0.5	-0.9	-1.6	2.2	5	-2	-24	-3
O=c1nc(Nc2cccc(Cl)c2)oc2cc(Cl)oc(=O)c12	3.8	-0.2	1.0	-0.5	0.2	-0.7	2.3	2	0	-14	0
CN(C)/C=N/c1cc(=O)[nH]c(=O)n1Cc1ccccc1	-0.1	0.1	-1.5	-0.4	0.4	-1.0	1.0	1	1	2	2
CC(=O)NC(=S)Nc1ccc(NC(=S)NC(=O)/C=C/c2ccco2)cc1	-1.4	-0.1	0.1	-1.4	-0.2	-1.7	2.8	-5	-2	2	-4
S=C(NCCCN1CCOCC1)Nc1cccc(-c2nnc3n2CCCCC3)c1	1.8	-0.3	-0.8	-1.6	-1.0	-1.2	0.5	-1	3	-3	4
CCN(CC)C(=O)C1=C(C)N(CCC2=CCCCC2)C(=O)C(CC(=O)NCc2ccco2)C1 (stereo not given)	0.3	-0.3	0.5	2.4	-0.7	-1.2	0.6	-3	4	-3	3
C[C@@H]1COc2cc(NCCO)ccc2S(=O)(=O)N1	·	0.0	-0.5	-1.2	0.9	-1.0	·	-2	-3	2	2
COc1ccccc1NC(=O)c1cnc2n(c1=O)CCS2	-0.2	-0.1	6.4	0.4	0.6	-1.1	2.8	0	2	2	1
O=C(CSc1n[nH]c(-c2ccc(Br)cc2)n1)N1CCOCC1	0.5	0.3	1.0	2.6	1.4	-1.3	-0.6	5	-1	-3	-1

Continuation.
mol	DAX1 inh-1	proKLK7 act	hgDAF-12 ag	hcDAF-12 act	DAX1 inh-2	ssDAF12 agonist	FXN GAA850 act	SMARCA2 activ	NPR1 activator	HGIII-sPLA2 inh	GC-B act
Cc1csc(SCC(=O)NC2CCCC2)n1	1.9	0.0	0.1	-0.6	1.7	0.4	0.8	0	3	1	7
CCOC(=O)N1CCN(C2CCCN(C(=O)c3ccccc3SC)C2)CC1 (stereo not given)	0.6	0.0	-0.5	2.2	0.6	-0.8	0.9	-2	-1	-4	1
CC(C)N1CCC(N2CCN(Cc3cccnc3)CC2CCO)CC1 (stereo not given)	2.0	0.1	-1.9	2.6	0.7	-1.1	2.8	1	1	-2	2
O=C(CSc1nc(-c2ccccc2)c(-c2ccccc2)[nH]1)NCC1CCCO1 (stereo not given)	-0.3	-0.2	-0.6	-1.6	0.8	-1.6	1.1	-1	-1	6	-1
CCn1c(SCC(=O)NCC2CCCO2)nnc1-c1c[nH]c2ccccc12 (stereo not given)	1.3	0.0	0.2	-1.4	0.8	-0.6	-0.3	-2	-3	6	0
COc1ccc2[nH]cc(C(=O)CCl)c2c1	-3.7	-0.4	-0.1	0.0	-1.8	-0.9	-2.7	-7	-4	-4	1
NC(=O)C(=O)NN=C1CCC(c2ccccc2)CC1 (stereo not given)	2.7	-0.1	0.2	1.4	-0.3	-0.7	0.2	-2	1	-4	3
Cc1ccccc1CN1CCCCC(NC(=O)c2ccc(COc3ccccc3)cc2)C1=O (stereo not given)	·	0.4	-6.9	-6.7	-4.5	-2.4	·	-4	4	-1	4
COc1ccc(/C=N/Nc2ccc(C(=O)O)cc2)cc1OC	0.9	0.6	11*	6.1*	5.3*	-0.4	7.2	9.1*	-1	-1	2
O=C(CCCOc1ccccc1)Nc1cccc(S(=O)(=O)N2CCCCC2)c1	-0.5	0.9	-1.5	-1.2	-2.2	-1.2	1.4	-1	-3	-23	-2
Cc1nn(-c2ccccc2)c(C)c1NC(=O)COC(=O)Cc1cccc(C(F)(F)F)c1	-0.3	-0.2	1.8	-0.3	-0.2	-0.5	-1.2	-3	7	2	2
O=C(CS(=O)c1ccc(F)cc1)N1CCOCC1 (stereo not given)	1.1	-0.6	-1.6	-1.8	0.5	-0.9	-0.3	3	0	9	1
CCCCNC(=O)OC1CCC12CCC(c1ccccc1)CC2 (stereo not given)	·	0.0	5.9	0.1	-1.6	-1.6	·	0	-4	1	-9
CCN1CCN(CCCN(Cc2ccco2)C(=S)Nc2ccccc2Cl)CC1	1.0	-0.2	-1.5	-2.0	-0.5	-1.4	-1.3	-2	-3	5	4
CC1CC2(C)Oc3ccccc3CC2C(C)C1CNCCCN(C)C (stereo not given)	-1.6	-0.2	-1.2	2.7	1.1	-1.4	1.9	2	3	-12	-7

The list goes on:
mol	DAX1 inh-1	proKLK7 act	hgDAF-12 ag	hcDAF-12 act	DAX1 inh-2	ssDAF12 agonist	FXN GAA850 act	SMARCA2 activ	NPR1 activator	HGIII-sPLA2 inh	GC-B act
CC(C)CCOC(=O)C1[C@H]2C(=O)N(Cc3cccs3)C[C@]23C=C[C@H]1O3 (stereo not given in full)	1.0	0.1	-0.4	-0.1	-0.3	-1.6	2.5	0	6	-1	4
COc1cc(C(=O)Nc2cccc(S(=O)(=O)N3CCCC3)c2)c([N+](=O)[O-])cc1OC	2.0	0.4	1.5	-2.4	1.4	-1.0	-1.8	-2	-1	1	0
COc1ccc(NC(=O)N2CCC(C(=O)c3ccc4c(c3)OCCO4)CC2)cc1	-0.4	0.2	2.1	-0.1	0.2	-1.1	1.2	0	0	1	-5
CC(=O)NC1CC2CCCC(C1)N2S(=O)(=O)c1ccccc1 (stereo not given)	-0.2	-0.6	-2.2	-2.1	-0.1	-1.3	-0.7	-8	0	11	-5
O=C1C=CC2(O[C@H](c3ccccc3)[C@@H](c3ccccc3)O2)[C@H](Sc2ccccc2O)C1	-5.7	-0.6	-16	-5.2	-5.5	-2.8	-15	-13	-21	-17	-9
O=C(NC(c1ccccc1)c1ccccc1)c1ccc(CO)cc1	0.6	0.0	-0.7	-3.0	0.1	-0.6	-0.8	-3	1	-1	-1
O=C(/C=C/c1ccccc1)Nc1cccnc1	3.2	0.8	8.2	1.3	1.4	-0.6	3.2	2	2	10	2
CCc1nnc(SCC(=O)Nc2ccc3ccccc3c2)n1N	0.1	0.3	1.8	-1.0	0.4	-1.1	1.1	-2	-2	-2	1
C[C@@H]1[C@H]2[C@@H]3CC[C@@H](C3)[C@H]2CN[C@H]1c1cn(Cc2ccccc2)c2ccccc12	0.6	0.1	0.3	-0.8	0.7	-0.3	-2.9	4	-6	9	1
Cc1ccc(S(=O)(=O)NNC(=O)c2cnn(-c3ccc(Cl)cc3)c2C(F)(F)F)cc1	1.6	0.0	-2.3	-1.3	0.2	-0.6	-1.2	-5	-4	-22	3
Cc1cccc(C)c1[N+](=O)[O-]	·	0.5	0.8	0.5	-0.2	-1.2	·	-4	4	10	-4
O=C(O)c1ccccc1C(=O)NCC(O)COCC1CC=CCC1 (stereo not given)	-1.2	0.5	-0.8	-1.7	0.5	-0.5	-0.2	2	2	2	1
Cc1ccccc1-c1cnc2c(c1)C(=O)N([C@@H](C)CO)C[C@@H](C)[C@H](CN(C)Cc1ccccc1F)O2	0.5	0.2	4.6	1.4	-0.1	-0.5	-1.6	-2	2	-5	3
Cc1nc2ccc(NS(=O)(=O)c3ccc(C)c(C)c3)cc2s1	-2.2	-0.1	-4.1	-1.9	-2.0	-1.0	-1.9	-4	-3	-24	-6
Nc1ccc(C(=O)N/N=C/c2cn(Cc3ccccc3F)c3ccccc23)cc1	0.1	-1.4	2.0	-1.7	-2.9	-1.2	3.0	0	9	2	1
O=C(Cn1ccc2ccccc21)Nc1ccc2c(c1)OCO2	0.4	-0.2	4.6	-1.0	0.4	-0.2	0.3	-2	4	-2	3
